miR122 inh: inhibitors of miR-122 in Huh7 cells; 340,000 compounds, 0.3% hits; AID 602342; Huh7 miR-122 Renilla luciferase sensor, 48 h; neutral wells = 0, positive control = 100; activation (reporter increase), % at 12.5 µM;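 active means mean replicate activation score at least 90 and every replicate individually at or above 90; inconclusive means only one of the two criteria met; inactive means neither criterion met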;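 further: higher luciferase means less miR-122 activity so hits act as miR-122 inhibitors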
SIRT5 block: sirtuin-5 (human) deacylase inhibition; Purified SirT5, succinyl-peptide AMC, trypsin-coupled fluorescence; inhibition, % at 15 µM; Q9NXA8; 330,000 compounds, 1.1% hits; AID 652115; in the data active means inhibition above about 15%; inconclusive means no clear call, values can overlap the other calls
Target sequence (Q9NXA8 whole entry, looked up): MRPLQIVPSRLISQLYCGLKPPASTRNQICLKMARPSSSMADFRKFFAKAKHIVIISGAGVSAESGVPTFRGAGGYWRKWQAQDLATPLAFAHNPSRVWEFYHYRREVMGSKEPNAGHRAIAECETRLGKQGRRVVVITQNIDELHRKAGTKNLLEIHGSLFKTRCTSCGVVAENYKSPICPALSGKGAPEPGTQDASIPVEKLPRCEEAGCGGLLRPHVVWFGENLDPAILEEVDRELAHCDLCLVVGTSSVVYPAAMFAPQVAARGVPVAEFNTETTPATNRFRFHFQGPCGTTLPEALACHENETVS
CFTR F508del cor: CFTR F508del correction in bronchial cells | CFBE cells, YFP halide quenching; stimulated with forskolin plus potentiator P3; % fluorescence drop versus neutral controls | activity (quench increase), % at 7.58 µM | 350,000 compounds, 0.36% hits | AID 720511;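 active means mean added fluorescence quench of at least 8% versus neutral control, with both replicates also reaching 8%; inconclusive means only one of the mean or replicate conditions met; inactive means mean below 8% and not both replicates reaching 8%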;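 further: cells transiently co-express mutant CFTR-F508del with the halide-sensitive YFP; corrector assay measuring rescue of mutant channel to the surface after 24 h compound exposure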
Casp6 inh: inhibitors of human caspase-6 | P55212 | AID 686996 | inhibition, % at 12.5 µM | 350,000 compounds, 0.53% hits | purified caspase-6, Z-VEID-R110 cleavage fluorescence;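 active means mean inhibition across replicates at least about 35%, with every replicate also reaching that limit, limit read from the data; inconclusive means only one of the two criteria met; inactive means neither criterion met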;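 further: 0% = median of neutral control wells and 100% = no fluorescence left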
Target sequence (P55212 24-179 limits assumed): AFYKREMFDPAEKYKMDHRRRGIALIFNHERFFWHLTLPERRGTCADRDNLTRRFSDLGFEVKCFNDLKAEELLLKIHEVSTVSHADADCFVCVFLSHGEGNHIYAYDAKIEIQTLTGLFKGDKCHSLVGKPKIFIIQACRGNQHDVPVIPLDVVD
Target sequence (P55212 194-293 limits assumed): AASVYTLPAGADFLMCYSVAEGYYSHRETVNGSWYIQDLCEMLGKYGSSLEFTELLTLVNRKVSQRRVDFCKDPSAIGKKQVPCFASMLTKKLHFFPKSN
DENV2 CPE: protects cells from dengue virus 2 cytopathic effect. DENV2-infected cells, cytopathic effect rescue, plate reader. CPE inhibition, % at 9.99 µM. 350,000 compounds, 1.7% hits. AID 651640; in the data active means CPE inhibition above about 20%, passing the limit was not always enough; inconclusive means no clear call, values can overlap the other calls; tested in BHK-21 cells;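 further: 0% = median of neutral control wells and 100% = median of positive control wells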
ERAP1 inh: ERAP1 (human) enzyme inhibition; Q9NZ08; recombinant ERAP1, Leu-AMC fluorescence, 60 min; inhibition, % at 10.7 µM; 340,000 compounds, 0.15% hits;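 active means mean replicate inhibition of at least 30%, or all replicates individually reaching that 30% level; inactive means mean below 30% and not every replicate reaching it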;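 further: 0% = neutral control wells and 100% = L-leucinethiol positive control wells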
ERp5 block: blocks human ERp5 reductase activity on insulin; Q15084; ERp5 insulin aggregation, absorbance 650 nm, 90 min; inhibition, % at 9.99 µM; 350,000 compounds, 0.05% hits;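 active means mean replicate inhibition above about 25%, with every replicate also reaching it, limit read from the data, passing the limit was not always enough; inconclusive means only one of those two criteria met; inactive means neither criterion met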
Target sequence (Q15084 whole entry, looked up): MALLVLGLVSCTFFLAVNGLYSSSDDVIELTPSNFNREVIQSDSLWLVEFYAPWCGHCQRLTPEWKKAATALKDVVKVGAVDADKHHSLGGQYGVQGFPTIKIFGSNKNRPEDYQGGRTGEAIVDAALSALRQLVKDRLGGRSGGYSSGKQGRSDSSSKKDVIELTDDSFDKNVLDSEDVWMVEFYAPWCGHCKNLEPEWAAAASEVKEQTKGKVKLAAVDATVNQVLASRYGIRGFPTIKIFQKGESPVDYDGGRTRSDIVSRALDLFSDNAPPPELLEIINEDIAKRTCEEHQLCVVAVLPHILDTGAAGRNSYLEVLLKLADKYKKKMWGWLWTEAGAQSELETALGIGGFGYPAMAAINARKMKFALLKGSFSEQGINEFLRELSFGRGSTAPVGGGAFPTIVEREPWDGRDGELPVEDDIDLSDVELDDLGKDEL
* = called active by the depositor; u = inconclusive; x = not tested or not shown; [ ] = remark or other dose. Rows were taken by chance (roughly 4% active in at least one column).

CFTR F508del cor,Casp6 inh,SIRT5 block,miR122 inh,ERAP1 inh,ERp5 block,DENV2 CPE,smiles
0.0,4,-2,-1,0,-4,-2,COc1ccc(NC(=S)N(CCC(C)C)C(C)c2ccncc2)cc1 (stereo not given)
0.5,-2,-1,-5[16.7 µM],1,1,-2,C[C@@H]1CN([C@H](C)CO)S(=O)(=O)c2ccc(-c3ccc(C#N)cc3)cc2O[C@H]1CN(C)C(=O)CN(C)C
-0.8,-2,-3,0,6,-8,2,O=c1[nH]c(=O)n(C(c2ccccc2)c2ccccc2)cc1Br
7.3,1,-4,16,0,3,-3,CCCC1=C(C(=O)OCC)C(/C=C/c2ccccc2)n2ncnc2N1 (stereo not given)
-6.4,1,-3,x,-1,6,2,COc1ccc(C(=O)N(C)C2CCCN(Cc3ccccc3F)C2)cc1OC (stereo not given)
4.5,-1,9,4[16.7 µM],0,5,-8,C/C=C/c1ccc2c(c1)O[C@@H](CN(C)C(=O)Nc1ccc(C(F)(F)F)cc1)[C@@H](C)CN([C@H](C)CO)S2(=O)=O
x,-2,-4,17,6,-4,x,CC(C)CCNC(=S)Nc1ccc(F)cc1
x,-1,x,-3,-1,-4,x,CCOC(=O)C1CCCN(C(=O)c2sc3nc(-c4ccccc4)cn3c2C)C1 (stereo not given)
0.3,6,-1,-19,3,2,19,NC(=O)CSc1nnc(-c2ccccc2F)n1C1CC1
-0.7,1,2,-3,1,-2,3,COc1ccccc1OCCNc1cc(N2CCOCC2)ccc1[N+](=O)[O-]
2.7,-4,x,x,1,4,2,COc1ccc(OC)c(S(=O)(=O)NCC2CCN(C(=O)C(=O)c3cc4ccccc4o3)CC2)c1
-1.5,2,-1,x,0,1,u,CCOCCn1ccc2c(OCC(=O)NCc3ccccc3)cccc2c1=O
-2.4,2,-1,1,1,3,-2,CCCOC(c1ccccc1)(c1ccccc1)C(Oc1nc(C)cc(C)n1)C(=O)O (stereo not given)
1.8,1,-2,-6,4,5,3,Cc1noc(C(=O)N2CCN(Cc3ccc4c(c3)OCO4)CC2)c1Cl
0.7,0,-5,3,4,-2,1,COCCN(Cc1ccc(C)cc1)C(=O)[C@H]1O[C@@H](n2cnc3c(N)ncnc32)[C@H](O)[C@@H]1O
-2.2,-1,-22,1,-7,-4,2,COc1ccc(OC)c(/C=N/NC(=O)Cn2ccnc2C)c1
1.5,-2,0,x,1,4,-6,C=CCN1C(=O)c2n[nH]c(C(C)C)c2C1c1ccc2c(c1)OCO2 (stereo not given)
0.2,-101,1,x,0,-4,-3,O=C(CCNC(=O)c1ccccc1Cl)NCC(c1ccco1)N1CCCC1 (stereo not given)
1.1,0,-1,4,1,2,-1,Cc1occc1C(=O)N1CCCC(Nc2ccc(F)c(F)c2)C1 (stereo not given)
1.3,0,2,x,-2,1,14,O=C(N[C@H]1C[C@@H]2O[C@H](CO)CC[C@@H]2O[C@@H]1CCc1ccc(C#CC2CC2)cc1)c1cccc(F)c1

Molecules shown so far that have a carbonyl joined to an NH by a bond outside any ring (six):
CFTR F508del cor,Casp6 inh,SIRT5 block,miR122 inh,ERAP1 inh,ERp5 block,DENV2 CPE,smiles
4.5,-1,9,4[16.7 µM],0,5,-8,C/C=C/c1ccc2c(c1)O[C@@H](CN(C)C(=O)Nc1ccc(C(F)(F)F)cc1)[C@@H](C)CN([C@H](C)CO)S2(=O)=O
0.3,6,-1,-19,3,2,19,NC(=O)CSc1nnc(-c2ccccc2F)n1C1CC1
-1.5,2,-1,x,0,1,u,CCOCCn1ccc2c(OCC(=O)NCc3ccccc3)cccc2c1=O
-2.2,-1,-22,1,-7,-4,2,COc1ccc(OC)c(/C=N/NC(=O)Cn2ccnc2C)c1
0.2,-101,1,x,0,-4,-3,O=C(CCNC(=O)c1ccccc1Cl)NCC(c1ccco1)N1CCCC1 (stereo not given)
1.3,0,2,x,-2,1,14,O=C(N[C@H]1C[C@@H]2O[C@H](CO)CC[C@@H]2O[C@@H]1CCc1ccc(C#CC2CC2)cc1)c1cccc(F)c1

(listing goes on)
CFTR F508del cor,Casp6 inh,SIRT5 block,miR122 inh,ERAP1 inh,ERp5 block,DENV2 CPE,smiles
0.3,0,5,3[16.7 µM],2,-6,-7,CC(=O)N(C)C[C@H]1Oc2ncc(-c3cccc(F)c3)cc2C(=O)N([C@H](C)CO)C[C@@H]1C
1.2,-1,x,-3,-3,0,-5,O=C(O)c1cccnc1C(=O)c1ccccc1
-1.2,0,0,4[16.7 µM],0,2,u,CN1CCCCN2[C@H](C1)[C@@H](c1ccc(-c3ccc(F)cc3)cc1)[C@@H]2CO
-1.4,3,-1,-11,49*,3,1,CCOc1ccc(CN2C(=O)c3ccccc3C2=O)cc1C(=O)NC1CC(C)(C)NC(C)(C)C1
-2.2,3,0,x,-3,5,0,COc1ccccc1/C=N/NC(=O)CCn1cnc2ccccc21
0.1,-1,0,-1,-1,-1,4,CN(C)c1ncc(CN2CCC(CO)(CCCc3ccccc3)CC2)s1
0.4,0,1,x,-1,0,6,COc1ccc(-c2ccc([C@@H]3[C@@H](CO)N4C(=O)CN(C(=O)c5ccc6c(c5)OCO6)C[C@H]34)cc2)cc1
-0.4,-1,0,4,0,0,10,O=C(Nc1ccncc1)C1CCN(S(=O)(=O)c2ccc(Cl)c(C(F)(F)F)c2)CC1
2.5,2,-1,2[16.7 µM],1,-6,-4,C[C@@H]1CN([C@@H](C)CO)S(=O)(=O)c2ccc(C#CCN(C)C)cc2O[C@@H]1CN(C)S(C)(=O)=O
1.0,4,0,x,4,3,0,Cc1cc(C)c(S(=O)(=O)N2CCN(C(=O)c3ccc4c(c3)OCO4)CC2)c(C)c1
-2.7,1,4,-5[16.7 µM],1,0,2,COc1ccc(NC(=O)N(C)C[C@@H]2Oc3ncc(C#Cc4cccc(F)c4)cc3C(=O)N([C@H](C)CO)C[C@@H]2C)cc1
-3.1,-1,5,-1,-1,6,u,O=c1[nH]c2ccccc2s1
-1.2,x,0,x,x,-6,-6,CO[C@@H]1CN(C)C(=O)c2cc(NC(=O)C3CC3)ccc2OC[C@@H](C)N(C(=O)CN2CCOCC2)C[C@H]1C
1.1,5,0,x,0,1,2,CNC(=S)NNC(=O)c1ccc2c(c1)OCO2
2.0,-2,x,-1,7,0,7,CSc1nc2c([nH]1)c(=S)n(C)c(=O)n2C
-3.7,0,-1,x,3,-3,5,COC(=O)N1C[C@H](Oc2ncccn2)[C@H]2C[C@@H]1c1ccccc1O2
x,-1,0,x,2,3,x,O=C(NCCOc1ccccc1)c1cncc(Br)c1
-2.0,4,-3,9,7,-1,2,CCOc1ccc(C(CC(=O)O)NC(=O)C2c3ccccc3Oc3ccccc32)cc1 (stereo not given)
1.2,2,3,8,-3,2,1,CN(CC(=O)N1CCOCC1)S(=O)(=O)c1ccc2ccccc2c1
-2.4,1,3,x,2,5,x,COc1ccc(OCC(=O)Nc2ccc(N3CCCCC3)cc2)cc1

(more compounds)
CFTR F508del cor,Casp6 inh,SIRT5 block,miR122 inh,ERAP1 inh,ERp5 block,DENV2 CPE,smiles
-1.0,-4,-1,-3,-1,-17,-7,NC(=O)c1nsc(C(=O)N(Cc2cccnc2)C(C(=O)NC2CCCCC2)c2ccc(F)cc2)c1N (stereo not given)
1.6,x,x,19[16.7 µM],x,x,2,O=C(C[C@H]1CC[C@@H]2[C@H](COC[C@H](O)CN2C(=O)Nc2ccc(Cl)cc2)O1)NC1Cc2ccccc2C1
-3.3,-4,x,x,3,1,5,CN(C)S(=O)(=O)N1CCC(Oc2ccc(C(=O)N3CCCCCC3)cc2)CC1
0.0,-1,-3,1,x,0,4,O=S1(=O)CC(N2CCN(CCO)CC2)CN1C1CCCCC1 (stereo not given)
2.7,0,-4,x,0,-1,0,C[C@@H]1CN([C@@H](C)CO)C(=O)c2ccccc2-c2ccccc2CO[C@@H]1CN(C)C(=O)NC1CCCCC1
4.1,1,x,-5,0,1,3,CCN(CC)S(=O)(=O)c1ccc(OC)c(NC(=O)c2cc([N+](=O)[O-])ccc2N2CCOCC2)c1
0.2,2,5,-2,-3,8,4,COCCNC(=O)C(c1ccc(O)cc1)N(Cc1ccccc1)C(=O)CCC(=O)Nc1nccs1 (stereo not given)
-0.3,-1,-1,4[16.7 µM],1,-2,1,Cc1ccc(CN(C)C[C@H]2OCc3cn(nn3)CCCC(=O)N([C@@H](C)CO)C[C@H]2C)cc1
-0.3,1,x,-1,x,3,7,CC(C)(C)OC(=O)NC(CO)c1cn([C@@H](Cc2cc3ccccc3[nH]2)C(=O)N2CCN(C(=O)OC(C)(C)C)CC2)nn1 (stereo not given in full)
-1.2,0,6,x,-1,-2,4,CCCCn1c(N)c(N(CC(C)C)C(=O)CSc2ccccc2C)c(=O)[nH]c1=O
0.8,x,x,x,1,1,4,CCC(=O)N1CC2(CCN(Cc3nccs3)CC2)c2c(n(C)c3cc(OC)ccc23)[C@@H]1CO
-3.6,-2,-1,x,-1,3,-5,CC1CN(C(=O)c2ccc(NS(=O)(=O)c3ccc(F)cc3)cc2)CC(C)O1 (stereo not given)
-0.4,-10,-3,x,1,-4,-6,CC(=O)Nc1ccc(C(=O)NCC2(N3CCCCC3)CCCCC2)cc1
0.3,1,1,-7,0,4,-3,NC(=O)COC(=O)c1ccc2noc(-c3ccccc3)c2c1
0.9,2,2,x,-2,4,9,CCOC(=O)C1=C(C)N(C[C@@H]2CC[C@@H](Cc3ccc(-c4ccccc4)cc3)O2)C(=O)NC1C1CC1 (stereo not given in full)
1.7,-1,0,4,-2,1,-2,Cc1[nH]nc(SCC(=O)NCCc2ccccc2)c1[N+](=O)[O-]
-4.5,-3,-1,-9,0,-4,u,CCC(c1nnc(SC(C)C(=O)NC2CC2)n1-c1ccc(OC)cc1)N(C)C (stereo not given)
-0.6,0,x,x,3,-4,-3,O=C(O)c1cccc2c1-c1ccc([N+](=O)[O-])cc1C2=O
-4.8,2,0,x,6,0,-10,O=C(N[C@H](Cc1ccccc1)C(=O)NCC1CCCO1)[C@H]1O[C@@H](n2ccc(=O)[nH]c2=O)[C@H](O)[C@@H]1O (stereo not given in full)
-6.2,1,-2,x,-4,-5,7,CC1(C(=O)NCc2ccccc2)CSCC(=O)N1Cc1ccco1 (stereo not given)

Next results follow.
CFTR F508del cor,Casp6 inh,SIRT5 block,miR122 inh,ERAP1 inh,ERp5 block,DENV2 CPE,smiles
-1.5,0,25*,x,x,3,-19,Cc1ccc(Cc2c(-c3cccc(Br)c3)nc3c(Cl)cc(C(F)(F)F)cn23)cc1
2.7,x,x,29[16.7 µM],x,x,u,COc1ccc(NC(=O)N(C)C[C@@H]2OCCCC[C@@H](C)Oc3ccc(NS(=O)(=O)c4ccc(OC)cc4)cc3C(=O)N([C@@H](C)CO)C[C@H]2C)cc1
-0.1,5,1,x,-6,1,x,COc1ccc(/C=C/C(=O)NCc2nc3ccccc3[nH]2)cc1OC
2.7,-6,-3,x,0,7,11,O=C(Nc1cnccn1)c1ccc(Cl)cc1
1.8,-87,-2,-4,-3,0,-17,Cc1ccc(NC(=O)c2ncn(CCCNCCCN(C)C)n2)cc1C
-2.6,-6,3,2,2,0,25*,CCN1CCN(CC(=O)Nc2nc3ccc(C)cc3s2)CC1
-2.9,0,-4,-7,0,2,u,O=C(CSc1nnnn1-c1ccccc1)NC(=O)Cc1ccccc1
-1.8,-7,4,-17,-2,-10,-5,Cc1ccc(-c2nc(CS(=O)CC(=O)NCCCc3ccccc3)c(C)o2)cc1 (stereo not given)
-1.0,-1,-3,0,0,2,-7,O=C(CC(C(=O)O)c1cccc(Cl)c1Cl)c1ccccc1 (stereo not given)
-0.4,-1,-6,15[16.7 µM],-1,3,-1,C[C@H]1CCCCO[C@H](CN(C)Cc2ccc3c(c2)OCO3)[C@@H](C)CN([C@@H](C)CO)C(=O)c2cc(NC(=O)CCC(F)(F)F)ccc2O1
3.6,x,x,-1[16.7 µM],x,x,-13,C[C@H]1CN([C@@H](C)CO)C(=O)c2cc(NC(=O)Nc3ccc4c(c3)OCO4)ccc2O[C@H]1CN(C)C(=O)Nc1ccccc1
0.8,5,0,x,3,-1,-8,CCn1cnc2cc(NS(=O)(=O)c3ccc(OC)c(OC)c3)ccc21
1.0,0,-5,x,-2,2,-4,O=C(Nc1cccc(NC(=O)c2c(F)cccc2F)n1)c1c(F)cccc1F
-1.1,4,-5,-4,0,-5,4,O=C(COC(=O)c1ccccc1SCC(=O)N1CCCC1)Nc1ccccc1C(F)(F)F

Compound activity from PubChem.
